NR2E3 ag-1: inhibitors of NR2E3-RetCOR corepressor binding, primary screen, NR2E3 agonist project, biochemical, TR-FRET, GST-NR2E3, biotin-RetCOR; 1536-well; inhibition of corepressor binding, % at 4.78 µM; AID 2300, 2010; 320,000 tested, 0.12% active;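 active means percent inhibition above the cutoff of mean plus 3 SD of all tested compounds, set per screening campaign, cut at about 20% in these data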;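 further: 0% = DMSO wells and 100% = biotin wells as full block of FRET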
Target sequence (Q9Y5X4 whole entry, looked up): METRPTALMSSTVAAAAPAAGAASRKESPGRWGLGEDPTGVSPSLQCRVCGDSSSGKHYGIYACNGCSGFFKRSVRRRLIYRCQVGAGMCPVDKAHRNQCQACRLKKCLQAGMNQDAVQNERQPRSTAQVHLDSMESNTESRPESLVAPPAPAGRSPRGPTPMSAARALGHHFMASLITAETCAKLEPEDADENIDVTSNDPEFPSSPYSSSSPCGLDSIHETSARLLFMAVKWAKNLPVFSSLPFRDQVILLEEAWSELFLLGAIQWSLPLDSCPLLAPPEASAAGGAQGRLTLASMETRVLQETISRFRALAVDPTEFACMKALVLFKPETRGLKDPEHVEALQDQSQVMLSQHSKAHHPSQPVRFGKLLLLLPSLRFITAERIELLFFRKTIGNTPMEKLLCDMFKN
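Test system – NR2E3–RetCOR corepressor complex · Quantity – NR2E3 fusion 1.35 nM · Buffer or medium – Tris pH 7.5 · Incubation – Compound–protein incubation for 5 h at 4 °C · Technique – TR-FRET, Eu(K)-anti-GST donor, streptavidin-D2 acceptor, ex 340, em 617/671 nm · Evaluation – percent inhibition of 671/617 nm emission ratio versus biotin and DMSO controls · Plate – 1536-well format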
TROY NFkB inh: inhibitors of TROY-driven NF-kB signaling, primary screen, Q293 LMP1-TROYcd cells, NF-kB luciferase, uHTS. inhibition, % at 10 µM. 360,000 tested, 0.98% active. AID 1347056, 2019. Q293 LMP1-TROYcd NF-kB luciferase reporter, 4 h;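 active means compounds whose plate-normalised and pattern-corrected inhibition of the luciferase reporter signal at the single screening dose is 50% or more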
Peg3 prom inh: Peg3 promoter-driven luciferase inhibitors, primary screen, cell-based, HeLa, luciferase luminescence; HeLa PEG-Prom luciferase reporter, overnight; inhibition, % at 20 µM; 360,000 tested, 1.7% active; AID 588405, 2011;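 active means inhibition of at least 50% at 20 µM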
TRAIL sens C8: viability loss with TRAIL in NB7+C8 cells, primary screen, TRAIL sensitizer project, cell-based, ATPlite luminescence | inhibition (viability loss, TRAIL sensitization), % at 10 µM | 360,000 tested, 1% active;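 active means compounds causing at least 50% loss of cell viability in the single-dose screen, relative to plate controls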
NR2E3 ag-2: NR2E3 agonists in two-hybrid cells, primary screen, cell-based, luminescence, CHO-S, Gal4-NCOR/VP16-NR2E3. luciferase. inhibition of corepressor binding, % at 3.98 µM. Photoreceptor-specific nuclear receptor (Homo sapiens), Q9Y5X4. AID 602229, 2012. 360,000 tested, 0.35% active;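 active means inhibition above the mean of all tested compounds plus 3 SD, cut at about 70% in these data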;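 further: 0% = DMSO with NR2E3 transfected cells and 100% = cells lacking NR2E3 construct; higher means lower luciferase signal from less NR2E3 corepressor binding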
KKLEB cytotox: cytotoxicity in KKLEB CF airway cells, primary screen, cytotoxicity control for CF NF-kB inhibitor project, cell-based, uHTS, fluorescence assay plates; KKLEB CF airway cells viability, ATPlite luminescence, overnight; hits give low values; cells stimulated with P. aeruginosa culture filtrate; activity change (cytotoxicity), % at 5 µM; 360,000 tested, 0.36% active; AID 602141, 2011;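 active means corrected activity change at or below -50% at 5 µM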
Shn3 inh set2: reduction of Shn3 3'UTR firefly luciferase signal, primary screen, Schnurri-3 inhibitor project, cell-based, Clone20 osteoblasts, set 2 | AID 588674, 2011 | Clone20 osteoblast Shn3 3'UTR firefly luciferase, 24 h | inhibition, % at 12.5 µM | 360,000 tested, 0.52% active;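 active means mean inhibition of at least 75% with every replicate also reaching 75%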;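 further: 0% = median of neutral control wells and 100% = pilot-screen positive control compound; some compounds past the cut are filed as inactive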
TRPM1 prom inh: inhibitors of MITF-dependent TRPM1 promoter reporter, primary screen, cell-based, SK-MEL-5, single point, luciferase; SK-MEL-5 TRPM1 promoter luciferase, 24 h; inhibition, % at 12.5 µM; 330,000 tested, 0.83% active;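 active means mean inhibition across replicates of 60% or more, whatever share of single replicates reaches that level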; further: values of inactives mirror those of a sister screen read the other way
HIF-2a inh: HIF-2a reporter inhibitors, primary screen, luminescence, 786-0 RCC cells; 786-0 RCC cells HIF-2a reporter, luciferase luminescence, overnight; inhibition, % at 18.8 µM; 360,000 tested, 0.72% active; AID 624352, 2012;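 active means inhibition of the luminescence signal of 40% or more relative to plate controls, in a single-dose primary screen at 18.75 µM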
TWEAK-Fn14 inh: inhibitors of TWEAK-Fn14 signaling, primary screen, luciferase reporter cells, uHTS. inhibition, % at 10 µM. AID 1159606, 2016. 360,000 tested, 2% active. TWEAK-stimulated Fn14 reporter cells, luciferase luminescence, 8 h; in the data active means inhibition above about 50%
CF NFkB block: inhibitors of PAF-induced NF-kB signaling, primary screen, cell-based, GFP fluorescence, uHTS; inhibition, % at 5 µM; 360,000 tested, 0.86% active; KKLEB NF-kB-GFP reporter, GFP fluorescence overnight;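 active means at least 50% inhibition at 5 µM, scaled per plate between neutral and stimulator controls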;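 further: PAF is a Pseudomonas aeruginosa culture filtrate used as stimulus; plate controls were PAF-stimulated DMSO wells for no effect and unstimulated DMSO wells for full effect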
The depositor's hits bear a star; x = not tested or not shown. Not all compounds are listed. The share of hits here may be higher or lower than overall.

canonical_smiles	KKLEB cytotox	TROY NFkB inh	NR2E3 ag-1	TRPM1 prom inh	TRAIL sens C8	Peg3 prom inh	CF NFkB block	HIF-2a inh	Shn3 inh set2	TWEAK-Fn14 inh	NR2E3 ag-2
NC(=O)N[C@@H](Cc1c[nH]c2ccccc12)C(=O)OCC(=O)N1CCCCC1	-1	-20	0	5	-9	-2	24	15	-5	-11	-7
O=C(O)CCn1cc(-c2ccc(F)cc2)nc1-c1ccncc1	8	-2	-1	7	-13	-1	-2	5	-6	-1	0
Cn1c(-[n+]2c(-c3ccccc3)cc(-c3ccccc3)cc2-c2ccccc2)nc2c([N+](=O)[O-])cccc21	-11	-67	1	9	6	-49	3	-39	-23	10	3
COc1ccc(CC(=O)NC(C)c2ccc(S(N)(=O)=O)cc2)cc1S(=O)(=O)N1CCOCC1 (stereo not drawn)	11	-5	-1	8	-7	14	-15	17	-10	-8	-2
CCOC(=O)c1cccnc1NC(=O)c1ccncc1	3	3	3	-2	-2	5	2	16	3	3	-1
CCN(CC)CC(=O)N1CCCC(N2CCN(c3cccc(C(F)(F)F)c3)CC2)C1 (stereo not drawn)	0	-5	4	-1	0	-12	1	-22	-10	-10	-16
CCCC(=O)N(c1ccc(OCC)cc1)C1C=CS(=O)(=O)C1 (stereo not drawn)	4	-4	2	6	-12	-3	-8	13	-28	-9	-13
O=C(Cn1cnc2cc([N+](=O)[O-])ccc2c1=O)NCCc1ccc(Cl)cc1	-7	5	0	4	-5	5	0	-5	-19	3	7
COCCNC(=O)C1CCN(S(=O)(=O)N2CCC3(CC2)OCCO3)CC1	-1	1	16	-1	-8	0	2	12	8	6	5
CCc1ccccc1-n1c(SCC(=O)Nc2ccc3c(c2)OCCO3)nc2[nH]ncc2c1=O	2	80*	0	32	9	35	-11	40	35	88*	11
CCc1ccc(S(=O)(=O)N2c3ccc(C)cc3C3CN(C)CCC32)cc1 (stereo not drawn)	-4	1	0	-15	12	2	4	-4	-18	-6	-14
CNS(=O)(=O)c1cc(C(=O)NCc2ccco2)ccc1Cl	7	-10	-2	7	-4	15	6	22	-13	-2	-26
O=C(Nc1cccc(S(=O)(=O)N2CCCC2)c1)c1cccc(OC(F)F)c1	4	-11	3	4	4	-2	2	-33	19	-2	-11
O=C(c1ccccc1)N(Cc1ccc(F)cc1)C1CCS(=O)(=O)C1 (stereo not drawn)	-4	6	1	8	1	5	0	6	-5	-7	-16
CCCc1cc(=O)n2[nH]c(-c3ccc(C)cc3)cc2n1	2	-58	1	-42	6	-229	-19	-209	-49	-1	-120
CCOCCn1c(CN2CCN(c3ccc(F)cc3)CC2)nc2c1c(=O)n(C)c(=O)n2C	1	17	-2	1	6	10	10	11	50	6	-3
COc1ccc(CNC(=O)CCSCc2ccccc2Cl)c(OC)c1	2	-23	0	10	-4	11	-9	8	13	-3	-23
O=C1CNC(=O)/C1=C\c1ccc(O)cc1	2	0	1	9	-5	5	-15	10	-26	-19	-17
CCN(CC(=O)NCc1ccc(F)cc1)Cc1nc2ccccc2c(=O)[nH]1	4	-5	5	7	5	23	4	24	-27	3	-7
CCCCC(=O)N(C)c1c(C)nc2ccc(C(=O)N3CCNC(=O)C3)cn12	-6	-7	x	x	-6	-1	-11	10	5	-2	14
O=C(COc1ccccc1)NC(=S)Nc1cccc(NC(=O)c2ccccc2Cl)c1	1	2	-4	-2	5	6	-20	-27	-7	0	13
CCC(=O)c1cc(F)ccc1OCC(=O)Nc1ccc2c(c1)OCCO2	5	-18	-2	-22	0	-39	-24	-35	-18	-26	-13
Cc1cc(C)c(NC(=O)CSc2ccc(-c3cccnc3)nn2)c(C)c1	3	-7	-2	-10	2	-5	0	13	3	-22	7
COc1ccc(NC(=O)CSc2nnc(Cc3cccn3C)n2-c2ccc(OC)cc2)cc1	-2	-2	1	-8	-4	-4	10	1	-6	17	-24

3 of the entries above in order of their number in HIF-2a inh, high to low.
canonical_smiles	HIF-2a inh
O=C1CNC(=O)/C1=C\c1ccc(O)cc1	10
O=C(c1ccccc1)N(Cc1ccc(F)cc1)C1CCS(=O)(=O)C1 (stereo not drawn)	6
O=C(Nc1cccc(S(=O)(=O)N2CCCC2)c1)c1cccc(OC(F)F)c1	-33

The list continues:
canonical_smiles	KKLEB cytotox	TROY NFkB inh	NR2E3 ag-1	TRPM1 prom inh	TRAIL sens C8	Peg3 prom inh	CF NFkB block	HIF-2a inh	Shn3 inh set2	TWEAK-Fn14 inh	NR2E3 ag-2
Cc1cccc(C(=O)NCC(=O)NC(C)c2ccc(-n3ccnc3)cc2)c1 (stereo not drawn)	-15	2	7	29	-4	14	12	3	-4	4	-11
C=CCNC(=O)c1onc(CSc2ccc(Cl)cc2)c1C(=O)O	4	-8	0	-4	10	11	-1	15	-6	-68	-18
COC(=O)C(NC(=O)CCC(=O)NC(C(=O)OC)c1ccccc1)c1ccccc1 (stereo not drawn)	2	5	2	-11	-6	0	-3	13	15	0	-18
C=C(C)C1CC=C(C)C(=NNC(=O)c2ccncc2)C1 (stereo not drawn)	-3	-35	x	5	-1	10	5	16	-1	1	-5
CCOC(=O)NC(NC(=S)Nc1ccccc1OC)C(Cl)(Cl)Cl (stereo not drawn)	6	-12	1	-1	8	18	0	23	12	-1	-4
S=C(NCCN1CCOCC1)Nc1ccc(Cl)cc1Cl	7	2	-2	-4	-13	-19	-9	4	3	-12	8
COc1cccc(C(=O)Nc2cccc(NC(=O)c3ccccc3Cl)c2)c1	-8	17	0	-16	7	-39	7	-56	-10	1	-24
COCCNc1ncnc2c1ncn2[C@H]1CN(Cc2cccs2)C[C@@H](CO)O1	7	-19	x	x	-12	10	2	3	10	5	-12
CCOc1ccc(-n2c(O)c(/C=N/NC(=O)C3COc4ccccc4O3)c3ccccc3c2=O)cc1 (stereo not drawn)	8	-8	3	-1	-5	-2	2	-12	2	-5	-35
OCCn1c(SCCOc2ccccc2F)nc2ccccc21	-8	-2	4	-10	3	13	15	-1	0	-2	-17
COc1ccc(CCC(=O)NCCc2ccc(Cl)cc2)cc1	-16	-2	8	-2	-3	-1	36	15	-19	14	-19
CC(=O)N1CCC(O)(c2ccc3c(c2)OCO3)CC1	1	1	1	-1	0	12	6	15	64	-14	10
COc1ccc([C@H]2Cc3cc(O)cc(O)c3C(=O)O2)cc1O	-4	-73	x	-66	-4	-356	-10	-291	-141	-2	-163
CCN(CC)S(=O)(=O)c1ccc(C(=O)Oc2cc(C)[nH]c(=O)c2[N+](=O)[O-])cc1	12	-6	0	10	0	-14	-16	14	-2	22	0
CC1CCN(S(=O)(=O)c2ccc(Cl)cc2)CC1	-2	9	-5	-6	-27	13	2	9	-9	-4	15
O=S(=O)(Nc1ncccn1)c1ccc(F)cc1	-9	-15	x	-12	-19	11	3	12	6	-6	18
CCCCOc1ccc(C(=O)NCC(=O)NCCCn2nc(C)cc2C)cc1	5	-15	1	5	4	-11	15	6	5	9	-39
O=C(COc1ccccc1[N+](=O)[O-])Nc1cc(Cl)ccc1C(=O)O	10	3	-1	-1	-7	-3	7	0	-10	12	-35
CCCn1c(N)c(C(=O)CSc2nnc(C3CC3)n2Cc2ccccc2)c(=O)n(C)c1=O	17	-10	-1	6	-19	13	0	8	5	4	12
COc1cccc(-c2nnc3n2N=C(c2cc(OC)ccc2OC)CS3)c1	-16	13	3	12	7	35	11	21	11	14	-5
COC(=O)[C@]1(C)N[C@H](CN(C)S(=O)(=O)c2ccccc2)[C@@H]2C(=O)N(Cc3ccccc3)C(=O)[C@@H]21	-6	-9	x	-5	-12	-4	-27	5	7	-21	-2
COc1ccc(OC)c(S(=O)(=O)N2CCC3(CC2)OCCN3S(=O)(=O)c2cccs2)c1	-4	-4	-2	-4	-3	16	-9	3	-13	2	0
O=C(CCNC(=O)C1CCN(S(=O)(=O)c2ccc(F)cc2)CC1)NCc1ccncc1	-14	19	-1	3	-7	21	4	17	-28	-2	-10
O=C(Nc1cccc([N+](=O)[O-])c1)C12CC3CC(C1)CC(n1cnc([N+](=O)[O-])n1)(C3)C2	4	-8	2	21	-5	16	-4	12	-4	-6	-30
COc1ccc(-n2nc(C(=O)NCC(=O)Nc3cc(C)ccc3OC)c3ccccc3c2=O)c(OC)c1	-5	6	-4	5	-4	15	-1	12	18	-1	-18

Source: PubChem (several laboratories)
